# FLuc counter = firefly luciferase modulation, counter-screen for miR-21 project; 6.9% of 360,000 active; Potency, µM (series often up to 57.5 µM), for the others: top-dose activity change, negative = inhibition, usual class: inhibitors; P08659; purified FLuc, Km substrates, luminescence inhibition;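 also: plate controls were vehicle for no effect and reference inhibitor for full effect; nearly all actives have a fitted effect of over 55% in size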
#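 Purified P. pyralis luciferase (10nM final) with 10uM D-luciferin and 10uM ATP (Km levels) in 50mM Tris acetate pH 7.5, 10mM Mg acetate, 0.01% Tween-20, 0.05% BSA; qHTS 6-point titration, ~60 µM downward; luminescence read.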
# ELG1 genotoxic = inducers of genotoxicity in HEK293T ELG1-luciferase cells; AID 504466; HEK293T ELG1-luciferase reporter, luminescence, 16 h; 1.3% of 330,000 active; Potency, µM (doses to about 46 µM), for inactives: at the highest dose activity change, positive = activation, actives largely listed as activators; also: % of control where 0% means no effect; nearly all actives have a fitted effect of over 60% in size
#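 Genotoxicity was scored as increased ELG1-luciferase reporter signal, measured by ONE-Glo luminescence (30 min, room temperature). Compound or vehicle exposure of the HEK293T reporter cells lasted 16 hr at 37°C.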
# MLL CXXC-DNA inh = inhibitors of human MLL CXXC domain-DNA interaction; Q03164; MLL-CXXC / FITC-HOXA9 DNA fluorescence polarization; Potency, µM (highest dose often 115 µM), without a hit: top-dose activity change, negative = inhibition, hits mostly inhibitors; 0.037% of 290,000 active; active = well fitted inhibition curve with a large enough effect in the polarisation, with a control signal flat, not every such curve was filed as active; inconclusive = small, poorly fitted or top-dose-only effect, or effect the other way, or a change in a side signal; inactive = no such curve, though single readings can be large or run the other way; the % refers to the polarisation
#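 Purified MLL-CXXC (added from a 7 uM solution) was preincubated 5 min at ambient with pinned compounds in 50 mM Tris-HCl pH 7.5, 50 mM NaCl, 1 mM DTT, 0.05% BSA. Fluorescein-labeled HOX-A9 DNA (50 nM solution) followed, 30 min, then polarization read.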
# RORgamma inh = ROR gamma (mouse) transcription inhibition. Potency, µM (doses to about 53.6 µM), inactives show top-dose activity change, negative = inhibition, most hits filed as inhibitors. 5.4% of 310,000 active. Drosophila S2 Gal4-RORgamma UAS-luciferase reporter, 20 h. P51450; also: % is scaled to controls: 0 for no effect and ±100 for the full control effect; nearly all actives have a fitted effect of over 60% in size
# Target sequence (P51450 whole entry, looked up, the tested form may be a part): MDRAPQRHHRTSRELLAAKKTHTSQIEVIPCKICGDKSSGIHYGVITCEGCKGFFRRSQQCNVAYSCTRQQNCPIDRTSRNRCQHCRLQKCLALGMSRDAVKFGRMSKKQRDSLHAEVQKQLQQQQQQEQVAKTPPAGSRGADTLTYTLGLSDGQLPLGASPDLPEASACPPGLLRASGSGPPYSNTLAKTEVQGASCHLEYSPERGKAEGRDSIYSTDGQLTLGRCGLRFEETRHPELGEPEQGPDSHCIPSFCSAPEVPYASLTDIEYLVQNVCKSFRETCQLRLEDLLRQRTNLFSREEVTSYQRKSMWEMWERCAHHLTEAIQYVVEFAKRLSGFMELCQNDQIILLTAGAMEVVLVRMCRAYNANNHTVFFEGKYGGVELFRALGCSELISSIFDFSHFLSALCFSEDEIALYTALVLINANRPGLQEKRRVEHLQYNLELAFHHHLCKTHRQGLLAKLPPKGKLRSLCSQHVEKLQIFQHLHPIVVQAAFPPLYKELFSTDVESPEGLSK
#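 Drosophila S2 cells stably expressing Gal4-DBD/mouse RORγ fusion under metallothionein promoter plus UAS-luciferase; compound 1 h, then 700 uM CuSO4 induction for 20 h at ambient temperature; inhibition read as reduced luminescence.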
# Gal4-VP16 FLuc = counter-screen for ROR gamma inhibitors: Gal4-VP16 reporter | 3.5% of 310,000 active | AID 2546 | Drosophila S2 Gal4-VP16 UAS-luciferase, luminescence, 20 h | Potency, µM (doses to about 53.6 µM), for the others: at the highest dose activity, negative = inhibition, hits mostly inhibitors;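 also: Gal4-VP16 expression switched on by copper sulfate through the metallothionein promoter; % is scaled to controls: 0 for no effect and ±100 for the full control effect; nearly all actives have a fitted effect of over 50% in size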
# uPA surface inh = blocks generation of uPA at the cell surface. 0.31% of 330,000 active. cell surface uPA generation assay, qHTS. AID 540303. Potency, µM (doses to about 38.3 µM), without a hit: at the highest dose activity change, negative = inhibition, actives largely listed as inhibitors; active = well fitted inhibition curve with a large enough effect; inconclusive = small, poorly fitted or top-dose-only effect; inactive = no such curve, though single readings can be large or run the other way; tested in mouse RAW 264.7 cells; also: % is scaled to controls: 0 for no effect and ±100 for the full control effect; nearly all actives have a fitted effect of over 55% in size
# NPC1 prom act = activates the NPC1 promoter; Huh7 NPC1 promoter luciferase reporter, 24 h; Potency, µM (titrated, usually from 9.22 µM), for inactives: at the highest dose activation, actives largely listed as activators; 2.4% of 320,000 active; AID 485313;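 also: % of control where 0% means no effect; nearly all actives have a fitted effect of over 60% in size; reporter is driven by a mutant NPC1 promoter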
#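 Huh7 cells stably carrying NPC1 promoter–luciferase, plated in Opti-MEM with 10% FBS for 2 h, were exposed to compound in DMSO for 24 h at 37 °C; luciferase reagent was added for 10 min and luminescence read.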
# p53 reactivation = re-activators of mutant p53. H1299 p53-A138V BP100-luciferase reporter, luminescence, 24 h. Potency, µM (top dose mostly 92.2 µM), for inactives: at the top dose activity change, positive = activation, actives largely listed as activators. 0.063% of 320,000 active; also: % of control where 0% means no effect; nearly all actives have a fitted effect of over 45% in size
#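 H1299 (p53-null), stable ts p53-A138V + BP100-Luc; 1000 cells/well, Opti-MEM/10% FBS; cpd 4 pt, 1:5; 24 h, 37 deg C, 5% CO2; detection reagent 10 min RT; luminescence.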
# MBNL1 CUG block = inhibitors of human MBNL1 binding to CUG repeat RNA; Q9NR56; TR-FRET MBNL1-His/biotin-(CUG)12 binding, 665/545 ratio; Potency, µM (highest dose often 57.5 µM), inactives show at the highest dose activity change, negative = inhibition, hits mostly inhibitors; 0.036% of 280,000 active; AID 2675; active = well fitted inhibition curve with a large enough effect in the signal ratio, with a control signal flat, not every such curve was filed as active; inconclusive = small, poorly fitted or top-dose-only effect, or effect the other way, or a change in a side signal; inactive = no such curve, though single readings can be large or run the other way; the % refers to the signal ratio; also: % is scaled to controls: 0 for no effect and ±100 for the full control effect
# Target sequence (Q9NR56 whole entry, looked up): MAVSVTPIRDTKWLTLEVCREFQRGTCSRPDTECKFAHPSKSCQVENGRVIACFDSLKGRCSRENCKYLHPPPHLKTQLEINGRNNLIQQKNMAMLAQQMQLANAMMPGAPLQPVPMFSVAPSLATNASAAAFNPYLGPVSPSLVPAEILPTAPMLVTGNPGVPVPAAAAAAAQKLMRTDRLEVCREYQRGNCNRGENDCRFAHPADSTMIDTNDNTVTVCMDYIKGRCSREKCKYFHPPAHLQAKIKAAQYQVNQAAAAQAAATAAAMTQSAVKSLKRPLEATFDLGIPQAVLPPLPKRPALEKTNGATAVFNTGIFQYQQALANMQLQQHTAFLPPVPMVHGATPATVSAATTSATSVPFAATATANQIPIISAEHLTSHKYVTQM
#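 MBNL1-His + Biotin-(CUG)12, cpd titration 92 nM–58 uM; Tb anti-His Ab 0.055 ng/ul, SA-XL665 5 nM (final); 60 min RT; ratiometric 665/545 nm, Ex 340 nm; normalized to buffer and full-complex controls.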
# BRCA1 expr up = increases BRCA1 expression. MCF7-BRCA1-FFLuc reporter, luminescence, 48 h; response scale: scaled: vehicle 0%, 10 µM genistein 100%. Potency, µM (highest dose often 46.1 µM), without a hit: at the top dose activation, most hits filed as activators. 1.1% of 380,000 active; also: nearly all actives have a fitted effect of over 80% in size; some results filed as inactive show a strong effect at the top dose
#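 Cells: MCF7-BRCA1-FFLuc, 2000/well. Exposure: 48 h, 37 °C, 5% CO2. Read: luminescence, 15 min post-substrate. Controls: genistein 10 microM (maximal activation), DMSO (neutral).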
# Rab9 prom act = activates the Rab9 promoter; Huh7 Rab9 promoter-luciferase reporter, luminescence, 24 h; Potency, µM (doses to about 9.22 µM), for the others: at the highest dose activation, negative = inhibition, most hits filed as activators; 2.8% of 320,000 active; also: % of control where 0% means no effect; nearly all actives have a fitted effect of over 60% in size
#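 Luminescence read-out: Huh7 cells stably expressing Rab9-luciferase, treated 24 h with compound at 37 °C, then lysed with luciferase reagent for 10 min at ambient before reading.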
# An asterisk follows results filed as active; ? = inconclusive; nt = no result given; [ ] = remark or other dose. Unless noted, calls follow the shape of the dose curve; as a rule, active = well fitted curve in the direction sought with a large enough effect; inconclusive = small, poorly fitted or top-dose-only effect, or another doubt; inactive = no such curve, though single readings can be large; an effect the other way counts as inactive or inconclusive. Potency is read from the fitted curve at half-maximal effect. An excerpt; the hit share may differ from the screen's.
SMILES,FLuc counter,ELG1 genotoxic,MLL CXXC-DNA inh,RORgamma inh,Gal4-VP16 FLuc,uPA surface inh,NPC1 prom act,p53 reactivation,MBNL1 CUG block,BRCA1 expr up,Rab9 prom act
CCOc1cc(/C=C2/C(=O)ON=C2C)ccc1O,?,2%,?,?,?,-5%,2%,-3%,-3%,10%,1%
CCCS(=O)(=O)N1CCN(S(=O)(=O)c2ccccc2)CC1,7%,2%,4%,-8%,5%,0%,-5%,-4%,2%,-23%,-4%
COC(CN(C(=O)CCl)C(C(=O)NC1CCCC(C)C1C)c1ccc(C)cc1)OC (configuration not stated),8%,-5%,10%,11%,23%,1%,-4%,0%,2%,-18%,-39%[inhibitor]
CCOc1ccc(-c2noc(COC)n2)cc1OC,-16%,28%,-3%,-2%[0.365 µM],nt,1%,11%,?,-1%,32%,15%
CC(OC(=O)c1cc[n+]([O-])cc1)C(=O)NCc1ccccc1 (configuration not stated),-1%,20%,nt,nt,nt,-1%,-4%,2%,nt,-1%,-1%
CC(=O)Nc1c2c(nn1-c1ccc(C)cc1C)CS(=O)C2 (configuration not stated),1%,3%,0%,-12%,5%,3%,-4%,-3%,-3%,17%,2%
c1cncc(C(c2nnnn2C2CCCC2)N2CCCC2)c1 (configuration not stated),-1%,-2%,-9%,0%,-13%,-3%,-1%,-17%,1%,5%,12%
CC(C)(C)OC(=O)NC(CO)c1cn([C@@H](Cc2cc3ccccc3[nH]2)C(=O)N2CCN(C(=O)OC(C)(C)C)CC2)nn1 (some centres not stated),2%,0%,-6%,11%,-6%,21%,-3%,1%,-4%,1%,1%
CC1CCc2sc(NC(=O)C3CC(Cl)=CCC3C(=O)O)c(C#N)c2C1 (configuration not stated),-21%,-1%,-6%,0%,2%,4%,-4%,-3%,-5%,-1%,-2%
Cc1ccc(NC(=S)N/N=C/c2c(C)nn(-c3ccccc3)c2N2CCCC2)cc1,0%,-3%,0%,?,0.1µM*,-5%,3%,13%,-26%,-20%,1%
COc1cc(/C=N/NC(=O)c2ccc(NC(=O)C3CCCCC3)cc2)ccc1O,-17%,9%,31%[activator],-26%,-21%,-2%,9%,-1%,10%,29%,3%
CCOc1cc(-c2nc(-c3ccncc3)no2)cc(OCC)c1OCC,2%,1%,5%,0%,1%,-9%,2%,3%,-4%,1%,7%
CC(C)(C)NC(=S)NC(C)(C)C,0%,-4%,8%,11µM*,?,2%,-4%,-2%,-15%,-8%,0%
COCCN(C(=O)CSc1nc2ccccc2c(=O)n1C(C)COC)c1c(N)n(Cc2ccccc2)c(=O)[nH]c1=O (configuration not stated),-1%,-2%,3%,1%,-12%,4%,-2%,0%,-7%,-4%,0%
Cc1csc(Nc2ccccc2)n1,?,?,?,?,-4%,1%,20%,0%,-1%,66%,?
OC(COc1ccccc1)CN1CCN(CC(O)COc2ccccc2)CC1 (configuration not stated),0%,-3%,-13%,2%,-1%,20%,-3%,-1%,-6%,-16%,2%
COc1ccc(NC(=O)c2ccc(N3CCOCC3)nc2)cc1,1%,-1%,6%,-2%,8%,-3%,2%,0%,-8%,39%,6%
N#Cc1ccc(-c2cccs2)nc1SCc1cccnc1,-1%,?,0%,-24%,-6%,-16%,-17%,6%,?,-34%,-16%
CCOc1ccc(NC(=O)CN2CCN(c3ccccc3C)CC2)cc1S(=O)(=O)N1CCCC1,0%,-3%,nt,nt,nt,-2%,0%,7%,nt,-20%,-6%
C=CCn1c(=O)c2c(C)c(C)sc2n2c(Nc3ccc(OC)cc3)nnc12,1%,1%,4%,-20%,5%,-3%,-2%,-4%,-3%,0%,5%
Cc1cccc(/C=N/NC(=O)c2cc(Br)ccc2OCc2ccccc2)n1,3%,-3%,-7%,?,-24%,-7%,-5%,-1%,-1%,-53%,1%
CC1CCN(C(=O)CNC(=O)Cc2ccccc2)CC1,-5%,9%,3%,15%,-3%,15%,4%,0%,-2%,35%,11%
Cc1cc(-c2onc3ccc(Cl)cc23)ccc1O,?,-39%[inhibitor],130%[activator],?,4%,-5%,2%,?,4%,-1%,1%
CCN(CC)S(=O)(=O)c1ccc(O)c(NC(=O)CN2CCc3ccccc3C2)c1,4%,0%,-1%,25%,-4%,1%,-8%,18%,-8%,-12%,2%
C[C@]12CCC(O)CC1=CCC1C2CC[C@]2(C)/C(=N\NC(N)=S)CCC12 (some centres not stated),2%,0%,25%,13µM*,-12%,-4%,-5%,10%,-16%,-10%,-2%
COc1cc(C(=O)Nc2nnc(-c3sccc3C)s2)cc(OC)c1OC,3%,11%,51%[activator],10%[0.365 µM],nt,8%,2%,13%,17%,-12%,7%
CCOC(=O)c1cnc2cc(Cl)c(OC)cc2c1NCC1CCCO1 (configuration not stated),-5%,-5%,-6%,-29%,-2%,0%,-2%,-10%,16%,-5%,2%
c1ccc2c(c1)OCCOCCOCCO2,1%,-2%,3%,-1%,-2%,-2%,-5%,1%,-9%,0%,-3%
Nc1cccc(/C=C/c2ccncc2)c1,17µM*,12%,2%,22%,16%,-8%,?,10%,?,?,25%
O=C(C1CCN(c2nnc(-n3cccc3)s2)CC1)N1CCCCC1,-17%,2%,6%,40%,-26%,0%,24%,?,-4%,93%,17%
CCCOc1ccc(-c2nc(OC)c3ccccc3n2)cc1,13µM*,5%,2%,-25%,-9%,2%,19%,15%,-4%,-24%,3%
CC(C)Nc1nnc(SC(C)C(=O)Nc2ccc(Cl)cn2)s1 (configuration not stated),3%,-7%,-2%,?,-7%,15%,4%,-3%,-2%,-18%,2%
CC1CCCC(NC(=O)CSC2=Nc3ccccc3C3CC=NN23)C1C (configuration not stated),-7%,1%,nt,nt,nt,-1%,3%,2%,nt,16%,-1%
COc1cccc(CNC(=O)CN2C(=O)NC(Cc3ccccc3)(c3ccccc3)C2=O)c1 (configuration not stated),1%,0%,nt,nt,nt,2%,-6%,-10%,nt,8%,-1%
CCN(CC)C(=O)CSc1nnc(C2CCCCC2)o1,-7%,2%,-2%,11%,6%,6%,18%,10%,12%,32%,12%
CCOc1ccc(-c2nnc(-c3snc(-c4ccc(F)cc4)c3N=CN(C)C)o2)cc1,-5%,4%,2%,7%,10%,3%,0%,-7%,-3%,0%,1%
O=C(Nc1ccccc1F)C1CCN(C(=O)NCc2ccccc2)CC1,6%,-2%,-8%,0%,6%,8%,1%,7%,-3%,40%,-9%
CSc1ncc(F)c(N(CCO)CCO)n1,0%,-1%,0%,-22%,-13%,5%,0%,-6%,-2%,-3%,-2%
CC(=O)Nc1ccc(NC(=O)Cc2sc(-c3cccnc3)nc2-c2ccc(C)cc2)cc1,?,3%,-5%,-2%,-1%,0%,-3%,-5%,79%[activator],-24%,0%
C=CCn1c(-c2oc3nc(-c4ccccc4)cc(-c4ccccc4)c3c2N)n[nH]c1=S,-1%,1%,-3%,?,3%,-1%,-4%,-4%,-10%[11.5 µM],-24%,2%
N=C1/C(=C/c2ccc(-c3cccc(C(=O)O)c3)o2)C(=O)N=C2SC=C(c3ccccc3)N12,24µM*,2%,-19%,3%,0%,13%,0%,1%,-12%,26%,25%
COC(=O)c1ccc(S(=O)(=O)c2ccc([N+](=O)[O-])cc2)cc1,6%,0%,9%,-14%,29%,-15%,-1%,-2%,?,-27%,-4%
NC(=O)C1CC(=O)N(c2ccc(OCc3ccc([N+](=O)[O-])cc3)cc2)C1 (configuration not stated),?,?,-6%,?,-10%,-2%,?,nt,?,64%,?
CC(=O)N[C@@H]1c2c(ccc3ccccc23)OC[C@@H]1COC(C)=O,-3%,3%,4%,-6%,6%,-10%,3%,-5%,0%,-12%,1%
Cc1ccc(NC(=O)Cn2c([N+](=O)[O-])cnc2C)cc1,1%,0%,-5%,-14%,-7%,5%,-5%,4%,3%,-4%,3%
O=C(Nc1nnc(CCc2ccccc2)s1)c1ccc(F)cc1,4%,3%,-3%,-28%,13%,-4%,1%,nt,-13%,4%,7%
CCOC(=O)C1=C(COC(=O)COc2ccc(OCC)cc2)NC(=O)NC1C (configuration not stated),1%,0%,nt,nt,nt,0%,0%,-4%,nt,-4%,1%
CC(=O)c1ccc(NC(=O)Nc2ccc3c(c2)nc(C)n3C)cc1,19µM*,?,-2%,-7%,-8%,-2%,?,10%,-2%,3.5µM*,3.2µM*

# Screening results as filed in PubChem.
